# TAAR1 antag: human TAAR1 antagonism. Q96RJ0. CHO RD-HGA16 TAAR1, Fluo-8 calcium fluorescence, antagonist. inhibition, % at 3 µM. 360,000 compounds, 1.5% hits;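 active means inhibition above a per-plate cutoff, the mean inhibition of test compounds on that plate plus 3 SD, cut at about 49% in these data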;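 further: 0% = DMSO plus EC80 beta-PEA response and 100% = DMSO alone without agonist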
# Target sequence (Q96RJ0 whole entry, looked up): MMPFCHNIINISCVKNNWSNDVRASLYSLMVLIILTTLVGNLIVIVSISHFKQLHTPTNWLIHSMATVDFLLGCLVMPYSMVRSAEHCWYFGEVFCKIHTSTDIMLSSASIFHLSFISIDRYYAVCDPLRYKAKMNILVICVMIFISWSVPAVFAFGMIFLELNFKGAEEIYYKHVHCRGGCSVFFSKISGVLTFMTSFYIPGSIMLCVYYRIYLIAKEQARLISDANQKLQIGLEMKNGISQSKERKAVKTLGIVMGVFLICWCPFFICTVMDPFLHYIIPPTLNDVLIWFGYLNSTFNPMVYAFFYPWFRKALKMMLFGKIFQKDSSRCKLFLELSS
#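 test system = CHO RD-HGA16 cells bearing hTAAR1 | replication = singlicate | controls = DMSO-only wells and EC80 β-PEA-stimulated wells | reagent = EC80 β-phenethylamine stimulus | read-out basis = percent inhibition of PEA-evoked calcium signal, max/basal emission ratio | schedule = seeding 17-24 h prior, 75-min 37 °C, 30-min RT dye loading | signal = kinetic Fluo-8 calcium fluorescence measurement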
# V1R ag counter: activates human V1a receptor in oxytocin agonist counter-screen; P37288; CHO-V1R cells, Fluo-8 calcium fluorescence, agonist mode; 0% DMSO, 100% 3 nM vasopressin; 320,000 compounds, 0.25% hits; activation, % at 3 µM;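 active means activation above the mean activation of all tested compounds plus 3 SD, per screening run, cut at about 20% in these data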;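 further: signal is peak over basal fluorescence ratio across a 100 second FLIPR read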
# CHO-K1 Ca antag: nonselective inhibitor or artifact in parental CHO-K1 cells | ATP-induced calcium, Fluo-8 fluorescence | inhibition, % at 3 µM | 360,000 compounds, 0.6% hits | AID 602250;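 active means inhibition above a per-plate cutoff, the plate's mean sample inhibition plus 3 SD, cut at about 24% in these data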;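 further: 0% = DMSO plus EC80 ATP and 100% = DMSO alone without ATP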
# M1 ag parental: counter-screen for M1 agonists: effect in parental CHO-K1 cells | Fluo-8 calcium fluorescence; scaled to maximal ATP response, vehicle zero | activation, % at 3 µM | 360,000 compounds, 0.48% hits; in the data active means activation above about 15%;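 further: untransfected CHO-K1 host cells lacking M1 receptor as counterscreen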
# CHO-K1 Ca PAM: nonselective activator or artifact in parental CHO-K1 calcium assay | activation, % at 3 µM | 360,000 compounds, 0.02% hits | AID 602247 | ATP EC20, Fluo-8 calcium fluorescence; 0% at ATP EC20, 100% at ATP max;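 active means activation above the run cutoff, the mean activation of all test compounds plus 3 SD, cut at about 40% in these data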;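 further: peak over basal fluorescence ratio in a 140 s read after ATP addition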
# OXTR potentiator: human OXTR potentiation. P30559. CHO-OTR cells, Fluo-8 calcium fluorescence, potentiator mode; 0% = oxytocin EC15, 100% = EC100. activation, % at 3 µM. 320,000 compounds, 0.061% hits;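 active means activation above that plate's cutoff, the mean activation of tested compounds plus 3 SD, cut at about 6.6% in these data, passing the limit was not always enough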;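 further: 100% uses oxytocin at 75 nM as the full agonist control; some results filed as inactive read as strong as hits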
# Target sequence (P30559 whole entry, looked up): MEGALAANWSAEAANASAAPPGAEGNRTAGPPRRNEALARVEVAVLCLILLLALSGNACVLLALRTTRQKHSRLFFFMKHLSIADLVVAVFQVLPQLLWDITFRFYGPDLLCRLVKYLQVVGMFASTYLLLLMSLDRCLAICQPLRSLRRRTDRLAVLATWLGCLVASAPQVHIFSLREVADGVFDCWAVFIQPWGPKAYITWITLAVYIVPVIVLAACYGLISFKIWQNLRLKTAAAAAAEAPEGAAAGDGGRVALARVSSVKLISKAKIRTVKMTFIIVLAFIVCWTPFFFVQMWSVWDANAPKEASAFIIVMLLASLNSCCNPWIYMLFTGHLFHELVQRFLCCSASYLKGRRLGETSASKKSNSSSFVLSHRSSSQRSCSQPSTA
#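 Measured by – Fluo-8 calcium dye fluorescence · Test system – human OTR in CHO cells · Dosing – one concentration, 3.0 µM compound · Controls – EC15 oxytocin alone as 0%, 75 nM oxytocin as 100% · Evaluation – normalized max/min fluorescence ratio, % activation · Timing – 6 min pre-incubation, 100 s read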
# GPR7 antag: human neuropeptides B/W receptor 1 antagonism. inhibition, % at 4.4 µM. 290,000 compounds, 1.1% hits. GPR7-expressing cells, fluorescence antagonist assay. P48145; in the data active means inhibition above about 16%, passing the limit was not always enough;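 further: cells stimulated with the agonist NPW; 0% = agonist with vehicle and 100% = vehicle without agonist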
# Target sequence (P48145 whole entry, looked up): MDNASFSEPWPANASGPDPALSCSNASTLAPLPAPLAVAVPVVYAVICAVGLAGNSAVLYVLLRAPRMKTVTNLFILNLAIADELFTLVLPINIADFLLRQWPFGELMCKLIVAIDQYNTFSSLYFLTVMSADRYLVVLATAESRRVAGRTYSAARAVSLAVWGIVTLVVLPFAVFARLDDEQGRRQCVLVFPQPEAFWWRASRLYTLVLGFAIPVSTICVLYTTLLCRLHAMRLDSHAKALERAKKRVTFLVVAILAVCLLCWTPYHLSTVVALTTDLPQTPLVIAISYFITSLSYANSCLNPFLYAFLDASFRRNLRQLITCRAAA
# CHO parental Ca: signal in parental CHO cells, OX1R antagonist counter-screen. inhibition, % at 5.6 µM. 330,000 compounds, 0.63% hits. parental CHO-K1, ATP-induced calcium, Fluo-8 fluorescence;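 active means inhibition above that plate's mean sample inhibition plus 3 SD, cut at about 26% in these data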;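 further: 0% = ATP-challenged DMSO wells and 100% = DMSO wells without ATP; some compounds past the cut are filed as inactive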
#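 Measured by: calcium-sensitive Fluo-8 fluorescence / Test system: CHO parental line / Controls: ATP-challenged DMSO wells low, unchallenged DMSO wells high / Measure: % inhibition / Compound: single nominal dose of 5.6 µM per compound / Replicates: single well per compound, no replicates / Reagent: ATP as calcium-mobilizing challenge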
# OXTR ag: human OXTR agonism; P30559; CHO-OTR cells, Fluo-8 calcium fluorescence; normalized: DMSO 0%, oxytocin 100%; activation, % at 3 µM; 320,000 compounds, 0.32% hits; AID 2435;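 active means activation above the mean of all tested compounds plus 3 SD, cutoff set per screening run, cut at about 20% in these data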;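 further: peak over basal fluorescence ratio from a 100 s FLIPR kinetic read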
# Starred values were filed as active, the others as inactive; x = not tested or not shown.
SMILES,TAAR1 antag,V1R ag counter,CHO-K1 Ca antag,M1 ag parental,CHO-K1 Ca PAM,OXTR potentiator,GPR7 antag,CHO parental Ca,OXTR ag
C[C@H]1CN([C@@H](C)CO)C(=O)CCCn2cc(nn2)CO[C@@H]1CN(C)C(=O)C1CCCCC1,-2,x,10,-0.4,-9,x,x,x,x
COC(=O)c1cnn2c1C(=O)N(Cc1cccs1)CC2,-31,0.1,-9,5.3,1,-9,1,-22,-0.6
COc1cc(C2(C)SCCCS2)cc(OC)c1OC,-14,x,-19,1.4,4,x,x,x,x
COc1nc(Nc2cccc(C)c2)nc(N2CCCCC2)n1,8,-1.8,10,-0.7,-6,2,-4,-23,-2.3
Cc1ccc(S(=O)(=O)N2[C@@H](c3ccc(Br)cc3)C(C(=O)O)=CC[C@H]2c2ccc(Cl)cc2)cc1,68*,0.7,-8,0.0,2,-8,x,-8,0.0
O=C(Nc1cc(Cl)ccc1O)C1CC(c2c(F)cccc2Cl)=NO1 (stereo not drawn),17,5.2,-11,2.8,-24,-7,-6,-10,7.0
CCCCn1c(-c2ccco2)n[nH]c1=S,-4,0.3,5,0.1,1,-1,-11,1,0.2
COc1ccc(-c2cc(C(=O)c3c(N)n(C)c(=O)n(C)c3=O)c3ccccc3n2)cc1OC,2,0.9,-10,0.4,14,-5,-11,-8,-0.3
CC(C)CCNC(=O)c1onc(CSc2nc3ccccc3[nH]2)c1C(=O)NCCC(C)C,2,-0.2,-11,0.8,9,-13,-5,-21,3.3
O=C(NNC(=O)c1cnccc1C(F)(F)F)c1ccc(Cl)cc1,-2,0.3,-14,0.7,11,1,-2,-3,1.2
COc1c(Cl)cc(Cl)cc1C(=O)Nc1ccc(NC(C)=O)cc1,-5,0.2,-20,1.1,6,-5,-2,-2,2.1
CS(=O)(=O)N1CCN(c2nc(-c3ccc(F)cc3)cs2)CC1,17,4.0,-5,1.1,7,-7,-11,1,3.7
CC(=O)c1ccc(-c2csc(N3CCC(C(N)=O)CC3)n2)cc1,x,1.0,x,x,x,-2,x,-5,1.2
CC(C)OCCCNS(=O)(=O)c1ccc2c(c1)OCCO2,-7,-0.7,12,0.2,-4,-3,-2,3,0.9
O=c1c2ccccc2cnn1CCOc1ccccc1,-8,0.5,7,0.4,-3,-6,15,-8,-1.7
COc1cc(NS(=O)(=O)c2ccc(NC(=S)NC(=O)c3sc4cc(F)ccc4c3Cl)cc2)nc(OC)n1,-4,0.2,-4,-0.4,26,-13,-5,-7,0.7
Cc1cccc(C(=O)N[C@H](C(=O)Nc2ccc3c(c2)OCO3)C(C)C)c1,-2,-0.2,-3,-0.6,-7,-1,x,-8,-1.2
CCN(CC)S(=O)(=O)c1cccc(NC(=O)CN2C(=O)NC3(CCC(C)CC3)C2=O)c1 (stereo not drawn),-13,x,-4,0.2,-23,x,x,x,x
COC(=O)c1ccc(Cn2nnc3ccccc3c2=O)o1,12,-0.4,-22,1.2,-1,-4,-13,-22,0.2
COC(=O)C1=C(C)NC(=O)NC1c1ccc(-c2ccc(F)cc2)o1 (stereo not drawn),21,-0.5,-8,0.3,11,-3,-2,7,-1.4

# Fetched by compound from the entries so far (four):
SMILES,TAAR1 antag,V1R ag counter,CHO-K1 Ca antag,M1 ag parental,CHO-K1 Ca PAM,OXTR potentiator,GPR7 antag,CHO parental Ca,OXTR ag
C[C@H]1CN([C@@H](C)CO)C(=O)CCCn2cc(nn2)CO[C@@H]1CN(C)C(=O)C1CCCCC1,-2,x,10,-0.4,-9,x,x,x,x
Cc1ccc(S(=O)(=O)N2[C@@H](c3ccc(Br)cc3)C(C(=O)O)=CC[C@H]2c2ccc(Cl)cc2)cc1,68*,0.7,-8,0.0,2,-8,x,-8,0.0
COc1nc(Nc2cccc(C)c2)nc(N2CCCCC2)n1,8,-1.8,10,-0.7,-6,2,-4,-23,-2.3
COc1c(Cl)cc(Cl)cc1C(=O)Nc1ccc(NC(C)=O)cc1,-5,0.2,-20,1.1,6,-5,-2,-2,2.1

# A section from further up:
SMILES,TAAR1 antag,V1R ag counter,CHO-K1 Ca antag,M1 ag parental,CHO-K1 Ca PAM,OXTR potentiator,GPR7 antag,CHO parental Ca,OXTR ag
C[C@H]1CN([C@@H](C)CO)C(=O)CCCn2cc(nn2)CO[C@@H]1CN(C)C(=O)C1CCCCC1,-2,x,10,-0.4,-9,x,x,x,x
COC(=O)c1cnn2c1C(=O)N(Cc1cccs1)CC2,-31,0.1,-9,5.3,1,-9,1,-22,-0.6
COc1cc(C2(C)SCCCS2)cc(OC)c1OC,-14,x,-19,1.4,4,x,x,x,x

# Following part
SMILES,TAAR1 antag,V1R ag counter,CHO-K1 Ca antag,M1 ag parental,CHO-K1 Ca PAM,OXTR potentiator,GPR7 antag,CHO parental Ca,OXTR ag
Cc1ccnc(NS(=O)(=O)c2ccc(CC(C)C)cc2)c1,-21,1.8,-14,2.1,18,-4,6,-13,2.1
COc1ccccc1NC(=O)CCc1nc(-c2ccccc2F)no1,-12,1.0,-8,1.9,-16,-1,-15,-9,3.0
O=S(=O)(c1cccc(Br)c1)N1CCN(C(=S)NCC2CCCO2)CC1 (stereo not drawn),-28,2.5,-4,0.4,16,-11,x,-8,3.2
CCOC(=O)CCCCC(=O)c1[nH]c(=O)[nH]c1CSc1nc2ccccc2[nH]1,-13,0.4,-3,0.4,4,-1,-4,-1,0.9
O=c1c2cc(NC(=S)NCCCN3CCC(Cc4ccccc4)CC3)ccc2nc2n1CCCCC2,8,14,-6,10,11,-27,22*,-6,20*
O=C(Nc1ccc(O)c(-c2nc3ccccc3o2)c1)C1(c2ccc([N+](=O)[O-])cc2)CCCC1,8,1.0,-7,0.8,25,-6,-10,0,0.9
CC(C)(C)CC(C)(C)NC(=S)Nc1ccc(S(=O)(=O)N2CCOCC2)cc1,26,13,7,8.2,13,-20,-13,5,13
CC(=O)Nc1ccc(N2C(=O)CC(Sc3nc4ccccc4s3)C2=O)cc1 (stereo not drawn),7,1.2,5,4.1,9,-10,4,-3,0.9
CC(C)C[C@H](NC(=O)c1nc[nH]c1C(=O)NCC(=O)OC(C)(C)C)C(=O)OCc1ccccc1,2,2.6,-19,-0.1,10,-9,x,-9,-1.1
C/C(=N\NC(=O)c1cc(C)nc2ccccc12)c1ccccn1,-13,0.3,-6,-0.2,-6,0,x,-12,1.4
O=C(NNc1cc(Cl)ccc1Cl)C1CCC1,-16,-0.5,-5,0.5,17,2,-18,-8,-2.1
CCc1cc2c(C)cc(C)cc2nc1SCC(=O)Nc1cc(C)on1,-17,-0.8,-12,-0.5,10,-8,-6,-4,-0.1
COc1ccc(NC(=O)CSc2ncnc3c2cnn3CCc2ccccc2)cc1,10,0.2,4,0.3,2,-7,-8,-2,0.2
C=CCn1c(SCc2cccc(C#N)c2)nnc1-c1ccccc1O,-9,1.2,-7,2.4,26,-7,-4,-6,1.9
Cc1ccc2c(c1)N(CCC(=O)NC1CCCCC1C)C(=O)CO2 (stereo not drawn),1,-0.5,-4,0.4,-16,3,1,-10,0.0
CC(C)OC(=O)N(C)C[C@H]1OCc2cnnn2CCCC(=O)N([C@H](C)CO)C[C@@H]1C,-10,x,-1,0.2,12,x,x,x,x
COc1ccccc1NC(=O)C(C)OC(=O)CCCc1c[nH]c2ccccc12 (stereo not drawn),30,-0.2,6,0.1,3,-6,x,-22,-1.1
C=C(C)CC1(NC(C)c2ccccc2)CCCCC1 (stereo not drawn),-5,0.5,-5,0.1,14,-5,-1,-6,-1.6
O=C(/C=C/c1ccco1)NC(=S)N1CCCCC1,2,0.4,-16,5.7,14,1,-10,2,0.1
CN(Cc1cn(C)nc1-c1cccc(Cl)c1)Cc1nccn1C,28,-1.1,-8,0.5,23,-4,-13,-12,-0.3
CCOC(=O)c1sc(NC(=O)c2ccncc2)c(C#N)c1C,-10,9.8,-7,3.7,25,-8,-3,-16,11
Cc1cc(=O)oc2cc(OCC(=O)Nc3ccccc3C(N)=O)c(Cl)cc12,-10,0.3,-11,0.1,25,-6,-3,4,0.7
COc1ccc(/C=C/C(=O)OCC(=O)NC2CCCC2)c(OC)c1,-22,-0.5,10,-0.4,-10,-9,x,-8,-1.8
N#Cc1c(SCC(=O)Nc2ccc(C(F)(F)F)cc2)sc2c(O)cc(=O)[nH]c12,-4,0.1,5,0.9,9,5,-4,-1,0.7
CCOc1cc(N2CCOCC2)c(OCC)cc1NC(=O)COc1cccc2cccnc12,56*,4.4,12,7.0,11,-2,-3,3,-0.6
Cc1ccc(Cl)cc1N1CCN(S(=O)(=O)c2c(C)nc3scc(C)n3c2=O)CC1,-7,-0.2,-14,1.9,12,-7,-12,-7,-0.6
CCCC(=O)OCCNc1cc(SCCC(=O)OC)c2nonc2c1[N+](=O)[O-],-26,1.5,-7,1.4,17,-11,-3,-20,0.3
Cc1occc1C(=O)N1CCN(S(=O)(=O)c2ccc(F)cc2)CC1,2,-0.7,-12,0.8,-7,3,x,-8,0.4
COc1ccc(NC(=O)CC2C(=O)N(CCc3ccccc3)C(=S)N2Cc2cccnc2)cc1 (stereo not drawn),14,4.3,4,2.7,-6,-9,9,0,7.3
CC(=O)C1=C(C)NC(SCc2cccc([N+](=O)[O-])c2)=C(C#N)C1c1ccco1 (stereo not drawn),2,0.2,-3,0.5,14,-3,-6,-15,-1.4
Cc1ccc(C(=O)NNC2=Nc3cccc4cccc2c34)cc1,-4,4.1,5,0.2,-8,2,-6,-6,3.9
Cc1nnc(SCC(=O)Nc2cc(S(=O)(=O)N3CCOCC3)ccc2N2CCCC2)s1,-9,x,-2,0.3,-5,x,x,x,x
CCC(CC)c1nnc(NC(=O)c2ccc(N3CCCCC3)c([N+](=O)[O-])c2)s1,-4,0.4,-9,0.4,15,-12,-10,-23,-1.5
CS(=O)(=O)N1CCN(C(=O)Cc2ccccc2)CC1,9,-0.9,-16,-0.1,8,-9,-10,-9,-0.9
Cc1ccc(CSCC(=O)NCc2cccs2)cc1,-24,-0.7,-12,0.7,10,-4,-20,-5,-2.3
O=C(CSc1ncc(-c2ccccc2)[nH]1)Nc1ccccc1F,-25,-0.6,-17,1.1,-2,-10,-1,-7,-1.6
CCOC(=O)N1CCN(S(=O)(=O)N2CCCC(C(=O)NCc3cc(Br)ccc3OC)C2)CC1 (stereo not drawn),26,x,-19,2.0,19,x,x,x,x

# Screens deposited in PubChem BioAssay by The Scripps Research Institute Molecular Screening Center.
